# Screening data (PubChem)
# yeast cln2 rad14 – NCI yeast anticancer drug screen, S. cerevisiae cln2 rad14 strain | % growth inhibition at 50 µM | actives 8.3% (n = 78,000) | AID 165;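 further: 0% = growth of vehicle-only cultures of the same strain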
#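 cln2 rad14 yeast strain; compound exposure; growth inhibition read vs vehicle controls.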
# rad50 – NCI yeast anticancer drug screen, S. cerevisiae rad50 strain | AID 155 | % growth inhibition at 50 µM | actives 10% (n = 79,000);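 further: 0% = growth of vehicle-only cultures of the same strain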
#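 Cells are treated with compound, grown, and their growth is then scored against vehicle-only cultures of the same repair-deficient yeast strain.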
# sgs1 mgt1 – NCI yeast anticancer drug screen, S. cerevisiae sgs1 mgt1 strain | % growth inhibition at 50 µM | actives 10% (n = 78,000);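 further: 0% = growth of vehicle-only cultures of the same strain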
#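 This yeast growth screen uses a strain with defined DNA-repair lesions; compound-treated growth is compared with vehicle-treated growth.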
# yeast mlh1 rad18 – NCI yeast anticancer drug screen, S. cerevisiae mlh1 rad18 strain | growth inhibition, % at 50 µM | actives 11% (n = 79,000);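 further: 0% = growth of vehicle-only cultures of the same strain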
#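 Read-out is yeast growth inhibition, calculated against vehicle-only controls. The compound was applied to a strain engineered with DNA damage repair alterations.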
# yeast mec2-1 – NCI yeast anticancer drug screen, S. cerevisiae mec2-1 strain. % growth inhibition at 50 µM. AID 157. actives 9% (n = 79,000);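 further: 0% = growth of vehicle-only cultures of the same strain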
#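 Using mec2-1 yeast: add compound, measure growth, express inhibition versus vehicle-treated cultures.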
# bub3 – NCI yeast anticancer drug screen, S. cerevisiae bub3 mutant strain; AID 167; actives 9.9% (n = 78,000); % growth inhibition at 50 µM;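 further: 0% = growth of vehicle-only cultures of the same strain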
#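 Mutant yeast screening strain plus compound; vehicle-treated cultures serve as the 0% inhibition reference.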
# * hit, by the source's call; & = joins results of further samples; ! = not active in a repeat. No stated cut-off is given here; in the data, active means growth inhibition above about 70%; inactive means the rest. Only part of the results is shown. The share of hits here may be higher or lower than overall.
1. Oc1cc(N2CC2)c(O)cc1N1CC1
2. Cc1sc(Cc2ccccc2)nc1-c1ccc(N=Cc2ccc(N(CCCl)CCCl)cc2)cc1
3. COC(=O)C1=C(C)NC(C)=C2C(=O)Oc3ccccc3C12 (configuration not stated)
4. COC(=O)c1ccccc1N
5. Cc1cc2oc(=O)c3c(c2c(O)c1CN1CCOCC1)CCCC3
6. O=NNc1cnccn1

compound no.	1	2	3	4	5	6
yeast cln2 rad14	-43	94*	7	-30	16	4&-4
rad50	13	96*	5	14	34	-8&-15
sgs1 mgt1	11	96*	-8	-1	16	-17&-38
yeast mlh1 rad18	11	96*	1	-7	16	-21&-8
yeast mec2-1	14	94*	-10	2	14	2&-24
bub3	-2	89*	-7	-3	18	-18&-19

7. CNC(=O)N1CN(c2ccccc2)C2(CCN(Cc3ccccc3)CC2)C1=O
8. CCCc1ccccn1
9. Clc1cccc(Cl)c1NC1=NCCS1
10. O=NN(CC(=O)O)c1ncccn1
11. COc1ccc(N=NC(=O)NC(CC(C)C)C(=O)NC(C)C(=O)O)cc1 (configuration not stated)
12. C=CCC1(C(C)/C=C/C)C(=O)NC(=O)NC1=O (configuration not stated)

compound no.	7	8	9	10	11	12
yeast cln2 rad14	-3	-98	6	37	-20	12
rad50	-29	-3	-12	-6	-12	4
sgs1 mgt1	-16	-15	13	-8	-8	3
yeast mlh1 rad18	-4	-10	6	29	5	-3
yeast mec2-1	-16	-11	-21	1	-26	10
bub3	-10	5	-2	-13	-31	-5

13. O=S=NN(CC(Cl)c1ccccc1)CC(Cl)c1ccccc1 (configuration not stated)
14. CC1CC2OC(=O)C(CN3CC3)C2CC2(C)C(O)CC(O)C12 (configuration not stated)
15. CCOP(=O)(OCC)/C(C#N)=C/c1cccc(C)c1
16. CCN(CCCl)c1ccccc1
17. O=[N+]([O-])c1cc(Cl)ccc1O
18. CN(CCO)CCO

compound no.	13	14	15	16	17	18
yeast cln2 rad14	-48	-4	35	12	14	59&-8
rad50	10	32	71*	38	0	-12&7
sgs1 mgt1	20	32	66	10	-6	16&0
yeast mlh1 rad18	8	26	66	23	4	22&-12
yeast mec2-1	-8	30	58	-14	-6	37&8
bub3	23	10	52	-12	-7	31&-10

# Entries by screen from the entries so far.
# Entries 13 to 18 in rad50 read 10, 32, 71*, 38, 0, -12&7
# Entries 13 to 18 in yeast cln2 rad14 read -48, -4, 35, 12, 14, 59&-8
# Entries 13 to 18 in bub3 read 23, 10, 52, -12, -7, 31&-10

# (more compounds)
19. CC1(C)N=C(N)N=C(N)N1c1cccc(CCCCc2ccc(S(=O)(=O)F)c(Cl)c2)c1
20. CC(=O)OC1CC(OC2C(O)CC(OC3C(O)CC(OC4CCC5(C)C(CCC6C5CCC5(C)C(C7=CC(=O)OC7)C(O)CC65O)C4)OC3C)OC2C)OC(C)C1OC1OC(CO)C(O)C(O)C1O (configuration not stated)
21. c1cnc[c]([Hg][c]2cccnc2)c1
22. CC(=O)C1CC(C)=CCC12C(=O)Nc1ccccc12 (configuration not stated)
23. CC[C@@H]1C[C@H]2CC3c4[nH]c5ccc(O)cc5c4CCN(C2)C31
24. C1=CC(c2ccccc2)N2C(C(c3ccccc3)=N1)C2c1ccccc1 (configuration not stated)

compound no.	19	20	21	22	23	24
yeast cln2 rad14	99*	8	74*	29	5	-2
rad50	99*	18	40	14	3	10
sgs1 mgt1	100*	-13	37	15	24	24
yeast mlh1 rad18	100*	11	53	3	6	-14
yeast mec2-1	100*	9	56	-4	-24	-1
bub3	99*	22	89*	-20	-1	7

25. CC1CCCCN1 (configuration not stated)
26. CC1CN1P1(N2CC2C)=NP(N2CC2C)(N2CC2C)=NP(N2CC2C)(N2CC2C)=N1 (configuration not stated)
27. CCCCC(C(=O)NN)P(=O)(OCC)OCC (configuration not stated)
28. N#Cc1cccnc1
29. O=[As](O)(O)c1ccc(N=Nc2ccc([As](=O)(O)O)cc2)cc1
30. CCOP(=S)(OCC)SSSP(=S)(OCC)OCC

compound no.	25	26	27	28	29	30
yeast cln2 rad14	10	16	-15	6	7	66
rad50	5	-2	-1	5	0	2
sgs1 mgt1	-10	3	16	4	-16	16
yeast mlh1 rad18	3	6	1	3	-17	34
yeast mec2-1	-1	1	-5	-4	11	58
bub3	14	-2	-2	9	-22	70*

# Reformatted: results already given
no.	structure	yeast cln2 rad14	rad50	sgs1 mgt1	yeast mlh1 rad18	yeast mec2-1	bub3
2	Cc1sc(Cc2ccccc2)nc1-c1ccc(N=Cc2ccc(N(CCCl)CCCl)cc2)cc1	94*	96*	96*	96*	94*	89*
20	CC(=O)OC1CC(OC2C(O)CC(OC3C(O)CC(OC4CCC5(C)C(CCC6C5CCC5(C)C(C7=CC(=O)OC7)C(O)CC65O)C4)OC3C)OC2C)OC(C)C1OC1OC(CO)C(O)C(O)C1O (configuration not stated)	8	18	-13	11	9	22
28	N#Cc1cccnc1	6	5	4	3	-4	9

# (continued)
31. CCCCN(CCCC)CC(=O)c1ccc(Br)cc1
32. Cc1cccc(NC2=NCCO2)c1Cl
33. O=S(=O)(c1ccccc1)N1C2C3CCC(CC3)C21 (configuration not stated)
34. O=C(Nc1ccc(Cl)cc1C(=O)c1ccccc1)c1ccc(Cl)cc1
35. O=S(=O)(F)c1cc(Cl)c(S)cc1Cl
36. C[C@]12CCC(O)=CC1=CC(=O)[C@@H]1[C@@H]2CC[C@]2(C)C(=O)CC[C@@H]12

compound no.	31	32	33	34	35	36
yeast cln2 rad14	-24	25	8	-2	16	-58
rad50	7	-20	1	-6	8	4
sgs1 mgt1	20	-11	23	4	4	27
yeast mlh1 rad18	28	-27	2	10	-2	1
yeast mec2-1	2	-26	3	10	-2	-12
bub3	18	-9	77*	26	-2	18

37. FC(F)(F)c1nc2ccc(SSc3ccc4nc(C(F)(F)F)[nH]c4c3)cc2[nH]1
38. CC(C)(c1ccccc1)c1ccc(O)cc1
39. Cc1cccc(C)c1NC(N)=S
40. C[As](C)SCCC(CCCCC(=O)O)S[As](C)C (configuration not stated)
41. CC(Br)CN(CC(C)Br)c1ccc2c(c1)Cc1ccccc1-2 (configuration not stated)
42. CCCCCCN(CCCCCC)C1C=CCCC1 (configuration not stated)

compound no.	37	38	39	40	41	42
yeast cln2 rad14	92*	99*	-87	37	56	-33
rad50	96*	98*	4	66	83*	-5
sgs1 mgt1	97*	100*	-11	78*	93*	0
yeast mlh1 rad18	97*	100*	3	25	92*	-4
yeast mec2-1	94*	99*	6	47	70*	-11
bub3	96*	99*	6	76*	86*	-2

43. NC(Cc1ccc2oc3cc(=O)c4ccccc4c-3nc2c1)C(=O)O (configuration not stated)
44. C[C@]12CC[C@H](OC(=O)Cc3ccc(N(CCCl)CCCl)cc3)CC1CC[C@@H]1C2CC[C@]2(C)NC(=O)CCC12 (some centres not stated)
45. Clc1ccc(N=c2ccc3ccccc3[oH+]2)cc1.Clc1ccc(N=c2ccc3ccccc3[oH+]2)cc1.[Co]
46. C/C(CCl)=N/NC1=NC(c2ccccc2Cl)P(=O)(NCCCNP2(=O)SC(N/N=C(/C)CCl)=NC2c2ccccc2Cl)S1 (configuration not stated)
47. N#CCCCCl
48. COc1c(Cl)[c]([Hg][O]C(C)=O)c(NCC(C)=O)c(OC)[c]1[Hg][O]C(C)=O

compound no.	43	44	45	46	47	48
yeast cln2 rad14	-16	15	-59	92*	26	89*
rad50	21	0	-5	96*	27	87*
sgs1 mgt1	9	16	15	93*	15	91*
yeast mlh1 rad18	21	18	16	96*	30	86*
yeast mec2-1	-14	-6	-25	96*	16	90*
bub3	19	4	-13	95*	30	89*

49. CC1(C)CC(=O)C([Se]C2=C(O)CC(C)(C)CC2=O)=C(O)C1
50. COc1cc(C2c3[nH]c4ccccc4c3[C@@H](Nc3ccc(C#N)cc3)[C@H]3COC(=O)N23)cc(OC)c1O (some centres not stated)
51. [CH3][Sn]([CH3])([S]CCS(=O)(=O)O)[S]CCS(=O)(=O)O
52. CCOC(=O)C(c1ccccc1)P(=O)(OCC)OCC (configuration not stated)
53. C[N+]1(CCCl)CCc2cc([N+](=O)[O-])ccc2C1 (configuration not stated)
54. COC(=O)C1=C(N2CCCC2)C2c3ccccc3SC12C(=O)OC (configuration not stated)

compound no.	49	50	51	52	53	54
yeast cln2 rad14	99*	71*	-6	15	-16	1
rad50	100*	74*	34	29	-25	20
sgs1 mgt1	100*	59	-10	15	-25	0
yeast mlh1 rad18	99*	51	-62	5	-10	9
yeast mec2-1	100*	77*	7	20	-85	11
bub3	100*	66	-12	10	-13	14

55. CCOP(=O)(CC(=O)C1CC1)OCC
56. COc1ccc([As+](c2ccccc2)(c2ccccc2)c2ccccc2)cc1
57. CC[C@@]1(O)C(=O)OCc2c1cc1n(c2=O)Cc2c-1nc1ccccc1c2C=Nc1ccccc1N[C@@H]1c2cc3c(cc2[C@@H](c2cc(OC)c(O)c(OC)c2)[C@H]2C(=O)OC[C@@H]21)OCO3
58. Cc1ccc(C[N+](C)(C)C)cc1
59. COc1cc2c(cc1OC)C(OC)N(C)c1c-2ccc2cc3c(cc12)OCO3 (configuration not stated)
60. CCOC(=O)C(C(=O)OCC)P(=S)(S)c1ccccc1 (configuration not stated)

compound no.	55	56	57	58	59	60
yeast cln2 rad14	-22	99*	82*!	12	7	9
rad50	-29	99*	87*	11	3	6
sgs1 mgt1	-26	99*	85*	7	-22	-11
yeast mlh1 rad18	-43	99*	86*!	4	-22	-10
yeast mec2-1	-20	99*	81*	-18	-48	-34
bub3	-21	99*	86*!	-10	-40	-10

61. NC(CNC(=O)CBr)C(=O)O (configuration not stated)
62. C1CN1[PH+](N1CC1)N1CC1.C1CN1[PH+](N1CC1)N1CC1.[I][Pt][I]
63. NC(Cc1ccc(O)cc1)c1nn[nH]n1 (configuration not stated)
64. COc1c(O)c2c(c3cc(C(=O)N4CCc5c4c(O)c(OC)c4[nH]c(C(=O)N6CC7CC78C6=CC(=O)c6[nH]cc(C)c68)cc54)[nH]c13)CCN2C(N)=O (configuration not stated)
65. COC(=O)C1=C(C)N2CCCOC2(C)C(C(=O)OC)C1c1cccc(Cl)c1 (configuration not stated)
66. [N-]=[N+]=Nc1ccnc2cc(Cl)ccc12

compound no.	61	62	63	64	65	66
yeast cln2 rad14	9	22	-27	89*	29	-68
rad50	7	67	-18	90*	61	-30
sgs1 mgt1	-3	60	-4	91*	40	-9
yeast mlh1 rad18	-35	74*	-5	90*	61	-11
yeast mec2-1	18	15	0	93*	17	-6
bub3	-4	23	10	91*	44	-5

# Part of the list above, tab-delimited.
no.	Compound	yeast cln2 rad14	rad50	sgs1 mgt1	yeast mlh1 rad18	yeast mec2-1	bub3
61	NC(CNC(=O)CBr)C(=O)O (configuration not stated)	9	7	-3	-35	18	-4
63	NC(Cc1ccc(O)cc1)c1nn[nH]n1 (configuration not stated)	-27	-18	-4	-5	0	10

# (more compounds)
67. NS(=O)(=O)c1ccc([As](=O)(O)c2ccccc2)cc1
68. c1ccc2c(c1)CN1Cc3ccccc3C2C1
69. CC(C)(Cl)C(N)=O
70. CCOP(=O)(OCC)/C(C#N)=C/c1cccn1N(C)C
71. O=C(O)CCC(=O)O.[Ni]
72. Oc1cc[c]([Hg][Cl])cc1

compound no.	67	68	69	70	71	72
yeast cln2 rad14	16	-14	6	13	-36	99*
rad50	14	7	-8	-1	-29	100*
sgs1 mgt1	8	-14	-24	-20	-27	100*
yeast mlh1 rad18	-8	-6	5	13	-18	99*
yeast mec2-1	-9	-12	0	6	-17	100*
bub3	10	3	-5	10	-31	100*

73. CCOC(=O)NC1CN2CCC1CC2 (configuration not stated)
74. COc1ccc(CCF)cc1
75. CCCCCN(C)C12CN3CN(CN(C3)C1)C2
76. CC12CCC(O)CC1=CCC1C2CCC2(C)C(C(=O)O)CCC12 (configuration not stated)
77. CCOC(=O)C1C(O)CC2c3ccccc3-c3ccccc3C21 (configuration not stated)
78. c1cc[n+](CC[n+]2ccccc2)cc1
79. N#CCc1ccccc1CC#N
80. O=C1CCC(=O)N1[N+](=O)[O-]

compound no.	73	74	75	76	77	78	79	80
yeast cln2 rad14	16	-10	-22	23	-19	-29	-20	3
rad50	12	-5	-5	10	-3	6	21	-17
sgs1 mgt1	15	-1	5	26	-36	-6	2	-19
yeast mlh1 rad18	-29	-4	-10	-8	-11	-26	18	-16
yeast mec2-1	0	4	-5	-38	-18	-5	-1	-10
bub3	3	4	5	-14	-40	3	4	-2
